High-throughput results deposited in PubChem by several laboratories.
KOR beta-arrestin-1 – KOR agonists, beta-arrestin recruitment, primary screen, cell-based, luminescence, uHTS (AID 1777) | Kappa-type opioid receptor (Homo sapiens) | KOR beta-arrestin recruitment, luminescence; higher % means a stronger effect | one-dose activation, % at 10 µM; EC50 in µM for titrated hits | 280,000 tested, 0.02% active; in the data active = activation above about 50%, passing the limit was not always enough; note: a part of the inactive calls stands beside numbers as strong as those of hits
Siah-1 displacement – Siah-1 peptide-binding antagonists, primary screen, biochemical, fluorescence polarization, rhodamine-plectin, uHTS (AID 1817); Siah-1 / rhodamine-plectin peptide fluorescence polarization; higher % means a stronger effect; displacement, % at 20 µM; hits with a dose series show IC50 in µM; 290,000 tested, 0.02% active;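 active = displacement of at least 50% at 20 µM, with a fluorescence ratio check between 0.3 and a set limit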;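 note: plate controls were Siah plus tracer with DMSO for no effect and tracer alone without Siah for full effect; strong numbers were not always called active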
HEK293 NOD2/NF-kB – NOD2 signaling inhibitors, cell-based, luminescence, uHTS, HEK293 (AID 1566). HEK293 NOD2/NF-kB luciferase reporter, luminescence; higher % means a stronger effect. inhibition, % at 4 µM, or EC50 in µM where a hit was titrated. 290,000 tested, 0.63% active; note: many of its hits are not listed in these tables
NOD1 inhibition – NOD1 signaling inhibitors, primary screen, cell-based, luminescence, uHTS (AID 1578); NOD1-driven NF-kB luciferase reporter cells, luminescence; higher % means a stronger effect; inhibition, % at 4 µM; hits with a dose series show EC50 in µM; 290,000 tested, 1% active; in the data active = inhibition mostly above about 36%, no sharp cut-off; inactive = mostly below about 34%;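 note: HEK-293T reporter cells stimulated with the NOD1 agonist gamma-tri-DAP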
LYP inhibition – inhibitors of LYP phosphatase, biochemical, fluorescence intensity, uHTS (AID 1779) | Tyrosine-protein phosphatase non-receptor type 22 (Homo sapiens) | recombinant LYP phosphatase, fluorescence intensity; higher % means a stronger effect | inhibition, % at 11.5 µM; hits with a dose series show IC50 in µM | 290,000 tested, 0.054% active;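 note: plate controls were vehicle with enzyme for no effect and no enzyme for full effect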
HIV peptide binding – inhibitors of HIV fusion peptide binding, primary screen, biochemical, uHTS, fluorescence dequenching (AID 1986); cell-free peptide binding, fluorescence dequenching, 30 min; higher % means a stronger effect; one-dose inhibition, % at 20 µM; IC50 in µM for titrated hits; 290,000 tested, 0.3% active; in the data active = inhibition mostly above about 52%, no sharp cut-off; inactive = mostly below about 76%; note: some results filed as inactive read as strong as hits
KOR beta-arrestin-2 – KOR antagonists, beta-arrestin recruitment, cell-based, luminescence, uHTS (AID 1778) | Kappa-type opioid receptor (Homo sapiens) | KOR beta-arrestin recruitment, luminescence, antagonist mode; higher % means a stronger effect | one-dose inhibition, % at 10 µM; IC50 in µM for titrated hits | 290,000 tested, 0.091% active; note: strong numbers were not always called active
PhoP inhibition – inhibitors of PhoP regulon expression, primary screen, Salmonella Typhimurium, GFP reporter (AID 1863); one-dose inhibition, % at 50 µM; IC50 in µM for titrated hits; S. Typhimurium PhoP-regulated promoter GFP reporter, 4 h; higher % means a stronger effect; 300,000 tested, 0.16% active;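 active = inhibition over 29.93%, a cutoff 3 SD above the screen mean, later confirmed by dose response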;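 note: 0% = low Mg2+ inducing control and 100% = high Mg2+ repressing control; strong numbers were not always called active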
Myeloid diff MLP – induction of myeloid progenitor differentiation, primary screen, cell-based, flow cytometry, MLPCN library; ER-HoxA9 myeloid progenitors, lysozyme-GFP differentiation; calls only at 10 µM; 360,000 tested, 1% active;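 active = normalized GFP-positive differentiation at or above the plate's own cutoff, the solvent-only control mean plus 3 SD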;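 note: cells exposed to compound for four days before flow analysis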
Myeloid diff MLP GFP+ MAC1+ % – second read-out of Myeloid diff MLP, no call of its own (marks repeat the call); GFP+ MAC1+ double positive, %; measured here: differentiation confirmed by MAC1 staining
Starred values were filed as active, the others as inactive; i = inactive; / = no result given; + = active, no number; [ ] = remark or other dose. Cut-off read from the data, not from the text of the source, unless noted: active = inhibition above about 50%; inactive = the rest. This is a subset, so the mix of outcomes need not match the whole.

mol	PhoP inhibition	HEK293 NOD2/NF-kB	Siah-1 displacement	Myeloid diff MLP	NOD1 inhibition	LYP inhibition	KOR beta-arrestin-2	KOR beta-arrestin-1	Myeloid diff MLP GFP+ MAC1+ %	HIV peptide binding
Cc1ccc(C(=O)O)cc1NC(=S)NC(=O)c1ccc(-c2ccc(Cl)cc2)o1	-11.1%	24.4%	13.2%	i	1.4%	3.2%	1.2%	-0.9%	0.4	57.0%
O=C(Cn1cc([N+](=O)[O-])cn1)NCC1CCCO1 (stereo not given)	3.6%	13.2%	8.3%	i	-45.6%	-6.5%	-5.1%	0.1%	0.4	1.8%
O=C(CCNS(=O)(=O)c1ccc(Br)cc1)Nc1cccc(F)c1	0.4%	-9.6%	2.7%	i	-14.9%	1.9%	-7.4%	0.0%	0.7	1.4%
CCOC(=O)c1sc(S(C)(=O)=O)c2c1CCc1conc1-2	-6.1%	0.2%	-4.7%	i	-2.9%	-6.5%	4.5%	/	0.3	-4.1%
CCOCCOC(=O)C1=C(C)N(C)C(=O)NC1c1ccccc1F (stereo not given)	-1.6%	4.6%	1.0%	i	-3.6%	-1.9%	-22.2%	-4.5%	0.8	1.6%
COC(=O)c1ccc(NC(=S)NC2CCCCC2C)cc1 (stereo not given)	18.4%	-14.0%	5.0%	+	-37.6%	1.4%	9.1%	2.6%	14.7*	0.2%
S=C(NN=C1CCCCCC1)Nc1ccc(Cl)cc1	13.2%	-10.8%	-2.3%	/	9.9%	3.4%	-45.1%	-0.5%	/	0.3%
CC1=C(C(=O)OCc2ccccc2)C(c2ccccc2)NC(=O)N1CCCCCC(=O)O (stereo not given)	1.3%	9.7%	7.8%	i	-24.9%	-2.5%	-0.3%	-1.2%	0.7	7.3%
O=[N+]([O-])c1ccc(CSc2nnc(-c3cnccn3)o2)cc1	-1.3%	-52.6%	-2.8%	i	24.2%	-2.8%	/	59.9%	0.4	1.3%
Cc1ccc(-n2c(SCC(=O)Nc3ccc(N4CCOCC4)cc3)nc3ccccc3c2=O)cc1	-1.9%	26.7%	7.6%	i	-1.1%	-4.0%	37.8%	-4.8%	1.1	-2.1%
CCSc1ccccc1C(=O)NCc1ccco1	-2.5%	8.8%	3.4%	i	-6.5%	-6.4%	9.8%	-3.7%	0.9	-2.7%
Cc1ccc2c(c1)nnn2C1CCN(C(=O)c2ccccc2F)CC1	7.5%	-3.1%	0.8%	i	22.8%	-14.1%	-31.8%[20 µM]	/	0.7	-0.1%
CNc1oc(Cc2cccc3ccccc23)nc1C#N	1.1%	9.7%	2.6%	i	-15.0%	3.1%	-18.6%	-0.6%	6.0	-0.4%
Cc1ccc(NC(=O)COC(=O)CNC(=O)C2CCCCC2)c(Br)c1	-0.4%	4.4%	0.8%	i	-40.4%	0.1%	-12.5%	7.4%	0.5	0.9%
CN(c1ccc(OCC(=O)OCC(=O)Nc2ccc(F)cc2)cc1)S(=O)(=O)c1ccc(Cl)cc1	5.9%	10.6%	7.6%	i	-31.2%	-4.0%	7.5%	-0.3%	2.2	-0.3%
O=C(O)CCc1nc2ccccc2c(=O)[nH]1	3.8%	16.3%	-2.7%	i	-2.9%	-6.7%	22.8%	-2.2%	0.3	-1.2%
Cc1ccc(NC(=S)N2CCN(Cc3ccccc3)CC2)cc1	-2.5%	-1.9%	6.5%	i	-29.1%	-2.3%	-0.4%	14.3%	0.1	-0.8%
CC(C)C(=O)Nc1ncc(Cc2cccc(Cl)c2)s1	-1.2%	-32.0%	4.9%	/	-24.8%	-3.5%	-21.2%[20 µM]	-9.2%	/	-0.8%
O=C(O)c1cccc(NC(=S)NC(NC(=O)c2cccc([N+](=O)[O-])c2)C(Cl)(Cl)Cl)c1 (stereo not given)	1.7%	-3.9%	3.2%	i	7.0%	-3.3%	11.0%	-1.6%	0.4	7.1%
O=C(Nc1ccccc1-c1nc2ccccc2s1)c1ccc(Br)o1	-6.8%	-0.6%	3.0%	i	-83.1%	1.8%	13.6%	-0.5%	0.3	-0.7%
CCOc1ccc(-c2cc(N3C(=O)Nc4ccccc4N3O)n[nH]2)cc1	7.2%	0.9%	6.6%	i	-14.3%	-4.5%	-19.7%	-2.4%	0.1	1.4%
S=C(Nc1ccccc1Cl)N(CCN1CCCCC1)Cc1ccco1	5.6%	5.7%	0.3%	i	-15.9%	0.3%	-3.1%	-1.1%	0.4	2.0%
O=C(c1ccco1)N1N=C(c2ccc(Br)cc2)CC1(O)C(F)(F)F (stereo not given)	-2.3%	-7.6%	-3.2%	i	-33.2%	11.7%	-4.4%	5.5%	0.2	3.8%
O=C(COC(=O)c1ccc(F)cc1)NCCCc1ccccc1	9.2%	-0.5%	4.6%	i	-5.1%	-2.4%	-10.5%	-1.9%	0.5	0.0%
Cc1cc(NC(=O)c2sc(Nc3cccc(C(F)(F)F)c3)nc2N)no1	1.1%	0.1%	-2.6%	i	-1.8%	2.3%	-29.6%	-3.7%	0.3	-1.2%
O=C(NCCOc1ccccc1)C(=O)NCC1CCCO1 (stereo not given)	4.8%	-7.0%	-3.1%	i	-18.0%	-10.5%	-16.4%	2.1%	0.3	-0.2%
CCOC(=O)Cc1csc(NS(=O)(=O)c2ccc(NC(C)=O)cc2)n1	-0.1%	8.4%	0.2%	i	-22.1%	-12.6%	-0.5%[20 µM]	-5.3%	0.2	2.2%
CN(CC(=O)Nc1cccc(F)c1)C(=O)c1ccc(N2CCOCC2)c([N+](=O)[O-])c1	-7.1%	10.2%	5.7%	i	-1.0%	-7.7%	21.8%	-3.1%	0.3	-1.3%
Cn1cnnc1SCC(=O)Nc1ccccc1Sc1ccccc1	5.0%	5.4%	2.3%	i	3.1%	-15.1%	-21.0%	-2.1%	0.9	2.2%
COC(=O)c1cc(S(=O)(=O)Nc2nn(C)c3ccccc23)oc1C	3.3%	19.2%	2.0%	i	-3.5%	-2.0%	1.1%	-5.8%	0.8	-0.6%
CN1C(=O)/C(=C\c2ccco2)N=C1c1ccc(Cl)cc1Cl	-0.1%	14.7%	1.2%	i	-9.5%	2.9%	2.4%	1.8%	0.4	-1.8%
Cc1ccccc1OCC(=O)NN1C(=O)C2C3C=CC(O3)C2C1=O (stereo not given)	-3.3%	0.9%	6.8%	i	-16.4%	-0.9%	-11.5%	-1.6%	0.5	-1.4%
CC1CCN(S(=O)(=O)c2nnc(NC(=O)COc3ccccc3F)s2)CC1	/	13.6%	-1.8%	i	22.8%	-4.0%	-24.5%[20 µM]	4.3%	5.2	-0.9%
COc1cc(C(=O)N/N=C/c2ccccn2)cc(OC)c1OC	-4.9%	7.0%	4.4%	i	-19.3%	-1.7%	-65.3%	0.7%	0.7	-0.2%
[O-][n+]1onc2c1CCc1nnccc1-2	-6.2%	0.5%	-6.5%	i	-8.4%	-7.1%	-31.5%	5.3%	1.9	-1.4%
Cc1nc2sc(C(N)=O)c(N)c2c(C)c1CC(=O)c1ccccc1	2.7%	43.8%	-0.3%	i	84.2%*	-6.0%	-0.6%	2.8%	0.1	1.2%
O=C(CN1CCN(S(=O)(=O)c2ccc(F)cc2)CC1)Nc1ccccc1F	-4.9%	-2.1%	3.7%	i	/	-0.9%	-16.3%	7.3%	0.5	1.8%
COc1ccc(C(=O)C(C)OC(=O)c2cccc(S(=O)(=O)Nc3cc(Cl)c(OC)cc3OC)c2)cc1 (stereo not given)	5.8%	-18.6%	4.2%	i	0.2%	2.2%	8.8%	11.0%	0.6	1.2%
Nn1c(SCC(=O)NC2CCCCC2)nnc1-c1ccccc1	22.4%	-6.4%	2.8%	i	-15.6%	-3.3%	-9.0%	-8.0%	0.6	4.6%
Cc1ccsc1C1Nc2ccccc2C(=O)N1O (stereo not given)	9.1%	-7.7%	0.1%	i	-26.4%	-2.9%	-21.2%	9.9%	0.2	-0.7%
O=C1c2ccccc2NC(c2cccc(F)c2)N1Cc1ccccc1 (stereo not given)	2.9%	-8.9%	13.1%	i	1.9%	-13.6%	20.4%	-6.1%	1.3	1.9%
CN1CCN(/C(=N\S(=O)(=O)c2ccc(F)cc2)c2ccccc2)CC1	-6.0%	5.3%	1.7%	i	-4.6%	-4.6%	-48.7%	4.5%	0.7	2.3%
CN(CC(=O)NCCCN1CCOCC1)S(=O)(=O)c1cc(Cl)ccc1Cl	-3.3%	-22.4%	6.2%	i	-42.3%	-0.9%	-0.4%	1.5%	3.0	0.8%
CC(NC(=O)Nc1ccc(Cl)cc1)c1ccc2c(c1)OCO2 (stereo not given)	-3.5%	-25.9%	-2.6%	i	-37.1%	-5.7%	-26.9%	5.9%	4.2	0.3%
Cc1ccc(N2CC(C(=O)NCCS(=O)(=O)N3CCN(c4ccccc4F)CC3)CC2=O)cc1 (stereo not given)	-10.2%	25.9%	4.4%	i	12.7%	-10.1%	-5.6%	5.5%	4.5	0.6%
Cc1nn(-c2ccccc2)c(Cl)c1/C=N/Nc1nc2ccccc2n1C	-4.0%	-54.7%	-6.7%	i	-23.2%	1.4%	15.8%	-2.4%	0.2	-5.2%
Cc1nnc2sc(-c3ccc(-c4ccc(Cl)c(C(F)(F)F)c4)o3)nn12	/	8.9%	3.2%	i	-9.3%	-10.4%	7.8%	2.0%	0.8	1.9%
Cc1sc2ncnc(N3CCOCC3)c2c1C	-3.5%	36.5%	-5.9%	i	45.0%	-9.6%	-12.2%	2.3%	3.9	5.7%
O=C(CSCc1ccccc1)N=Nc1c(O)[nH]c2ccccc12	-5.6%	-35.0%	-2.0%	i	-32.5%	-5.1%	-7.3%	-6.3%	1.0	0.3%

Profiles, quoted from the list:
O=C(NCCOc1ccccc1)C(=O)NCC1CCCO1 (stereo not given) across the screens: PhoP inhibition = 4.8%; HEK293 NOD2/NF-kB = -7.0%; Siah-1 displacement = -3.1%; Myeloid diff MLP = i; NOD1 inhibition = -18.0%; LYP inhibition = -10.5%; KOR beta-arrestin-2 = -16.4%; KOR beta-arrestin-1 = 2.1%; Myeloid diff MLP GFP+ MAC1+ % = 0.3; HIV peptide binding = -0.2%
Cc1nn(-c2ccccc2)c(Cl)c1/C=N/Nc1nc2ccccc2n1C across the screens: PhoP inhibition = -4.0%; HEK293 NOD2/NF-kB = -54.7%; Siah-1 displacement = -6.7%; Myeloid diff MLP = i; NOD1 inhibition = -23.2%; LYP inhibition = 1.4%; KOR beta-arrestin-2 = 15.8%; KOR beta-arrestin-1 = -2.4%; Myeloid diff MLP GFP+ MAC1+ % = 0.2; HIV peptide binding = -5.2%
